High-throughput results: PubChem, National Center for Advancing Translational Sciences (NCATS)
Glioma ERSR ind: qHTS for Inducers of the Endoplasmic Reticulum Stress Response (ERSR) in Human Glioma: qHTS; U87-MG GRP78 promoter luciferase reporter, 16 h; Potency, µM, for inactives: at the highest dose activation, hits mostly activators; 420,000 tested, 0.02% active; AID 602332, 2012; further: potency means the concentration at half of the fitted maximal effect; series mostly up to about 76 µM; % of control where 0% means no effect; nearly all actives have a fitted effect of over 35% in size
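Stably transfected U87-MG glioma cells carrying a GRP78-based luciferase sensor; 16 h compound incubation. Luminescence end-point read 10 min after Bright-Glo addition at room temperature.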
Pol beta inh: qHTS Assay for Inhibitors of DNA Polymerase Beta. P06746. Pol beta primer extension/strand displacement, fluorescence kinetic. Potency, µM (doses to about 114 µM), for the others: top-dose activity change, negative = inhibition, hits mostly inhibitors. 340,000 tested, 1.3% active; further: potency means the concentration at half of the fitted maximal effect; on the % scale 0 is the no-effect control and ±100 the full control effect
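Values derive from four-parameter Hill fits of normalized kinetic data: reads at 0 and 10 min following addition of 50 nM substrate to 10 nM Pol beta preincubated 15 min with compound.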
LDHA inh: qHTS assay for inhibitors of human lactate dehydrogenase; purified LDHA, NADH/diaphorase-resazurin fluorescence; stronger effect = lower value; activity change, % (values are at about 110 or 230 µM); 480,000 tested, 0.15% active; AID 1347041, 2019; in the data active means activity change below about -30%; inconclusive means mostly about -25% to -30%;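 further: plate controls were DMSO wells for no effect and wells without enzyme for full effect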
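Human LDH5 (2 nM) was incubated with 0.06 mM NADH and 0.2 mM pyruvate for 5 min at room temperature in Tris pH 7.4. Remaining NADH was coupled through diaphorase/resazurin, and resorufin fluorescence was read at 0 and 20 min.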
Pol iota inh: qHTS for Inhibitors of Polymerase Iota | DNA polymerase iota (Homo sapiens), Q9UNA4 | Pol iota fluorescent replication assay, 10 min | Potency, µM (titrated, usually from 115 µM), inactives show at the top dose activity, negative = inhibition, actives largely listed as inhibitors | 390,000 tested, 1% active | AID 588590, 2011; further: potency means the concentration at half of the fitted maximal effect
Target sequence (Q9UNA4 whole entry, looked up): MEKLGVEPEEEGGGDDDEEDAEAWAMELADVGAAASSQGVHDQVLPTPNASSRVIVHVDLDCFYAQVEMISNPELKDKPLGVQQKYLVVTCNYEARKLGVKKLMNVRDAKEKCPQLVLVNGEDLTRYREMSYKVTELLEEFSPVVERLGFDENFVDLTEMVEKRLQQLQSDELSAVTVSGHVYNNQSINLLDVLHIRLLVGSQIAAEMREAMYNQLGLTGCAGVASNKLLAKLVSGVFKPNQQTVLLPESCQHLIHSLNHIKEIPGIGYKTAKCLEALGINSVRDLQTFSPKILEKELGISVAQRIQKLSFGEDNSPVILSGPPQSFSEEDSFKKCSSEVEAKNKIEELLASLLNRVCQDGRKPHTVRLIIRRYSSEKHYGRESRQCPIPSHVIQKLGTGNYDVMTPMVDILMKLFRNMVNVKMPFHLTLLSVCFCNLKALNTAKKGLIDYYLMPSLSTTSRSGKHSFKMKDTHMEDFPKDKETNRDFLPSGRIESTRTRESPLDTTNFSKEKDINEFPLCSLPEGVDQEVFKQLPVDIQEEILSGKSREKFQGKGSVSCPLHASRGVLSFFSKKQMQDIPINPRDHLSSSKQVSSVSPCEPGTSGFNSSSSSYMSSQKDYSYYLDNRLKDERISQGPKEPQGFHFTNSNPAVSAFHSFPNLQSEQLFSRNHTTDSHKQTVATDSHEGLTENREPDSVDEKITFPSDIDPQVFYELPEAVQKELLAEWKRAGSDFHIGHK
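Fluorescent replication assay read twice, at 0 min and 10 min after adding 50 nM (final) substrate. Enzyme (10 nM) and compounds were first incubated 15 min at room temperature; enzyme-free buffer wells were negative controls.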
Pol eta inh: qHTS for Inhibitors of Polymerase Eta. DNA polymerase eta (Homo sapiens), Q9Y253. recombinant Pol eta, fluorescent DNA replication assay. Potency, µM (titrated, usually from 114 µM), for inactives: at the highest dose activity change, negative = inhibition, actives largely listed as inhibitors. 390,000 tested, 1.2% active. AID 588591, 2011; further: potency means the concentration at half of the fitted maximal effect; on the % scale 0 is the no-effect control and ±100 the full control effect
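Pol eta (10 nM) was preincubated with compounds for 15 min at room temperature, after which fluorescent replication substrate (50 nM final) was added to start the reaction. Fluorescence was read kinetically at 0 and 10 min.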
APEX1 inh: qHTS Assay for Inhibitors of the Human Apurinic/apyrimidinic Endonuclease 1 (APE1); 350,000 tested, 0.35% active; recombinant APE1, TAMRA/BHQ-2 abasic DNA cleavage fluorescence; DNA repair nuclease/redox regulator APEX1 (Homo sapiens), P27695; Potency, µM (titrated, usually from 65.8 µM), for inactives: at the highest dose activity change, negative = inhibition, hits mostly inhibitors;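 further: potency means the concentration at half of the fitted maximal effect; plate controls were vehicle for no effect and reference inhibitor for full effect; nearly all actives have a fitted effect of over 55% in size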
Target sequence (P27695 whole entry, looked up): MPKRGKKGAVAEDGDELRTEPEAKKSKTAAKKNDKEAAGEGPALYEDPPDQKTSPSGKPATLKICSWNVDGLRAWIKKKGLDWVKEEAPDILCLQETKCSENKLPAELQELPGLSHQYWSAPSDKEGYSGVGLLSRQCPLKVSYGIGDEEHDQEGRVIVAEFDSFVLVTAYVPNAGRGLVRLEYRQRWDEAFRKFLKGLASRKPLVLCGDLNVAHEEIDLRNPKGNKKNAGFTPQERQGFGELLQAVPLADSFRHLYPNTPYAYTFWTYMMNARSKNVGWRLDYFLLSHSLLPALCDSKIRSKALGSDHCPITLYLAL
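Substrate: short duplex with […] THF abasic site, 5'-TAMRA and 3'-BHQ-2, 50 nM final. APE1 at 0.75 nM, preincubated 15 min RT with compound. Fluorescence increase from first to third read measured activity.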
Pol kappa inh: qHTS for Inhibitors of Polymerase Kappa; purified Pol kappa, fluorescent DNA synthesis assay, 10 min; DNA polymerase kappa (Homo sapiens), Q9UBT6; AID 588579, 2011; 400,000 tested, 0.53% active; Potency, µM (titrated, usually from 107 µM), for inactives: top-dose activity, negative = inhibition, most hits filed as inhibitors; further: potency means the concentration at half of the fitted maximal effect; on the % scale 0 is the no-effect control and ±100 the full control effect
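Readout: fluorescence, taken kinetically at 0 and 10 min. Conditions: 10 nM Pol kappa, 15 min RT compound preincubation, 50 nM substrate final. Controls: enzyme-free buffer wells.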
BLM inh: qHTS Assay for Inhibitors of Bloom's syndrome helicase (BLM). RecQ-like DNA helicase BLM (Homo sapiens), P54132. recombinant BLM DNA unwinding, fluorescence dequenching. Potency, µM (top dose mostly 56.1 µM), without a hit: top-dose activity change, negative = inhibition, usual class: inhibitors. 350,000 tested, 0.2% active;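 further: potency means the concentration at half of the fitted maximal effect; plate controls were vehicle for no effect and no enzyme for full effect; nearly all actives have a fitted effect of over 35% in size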
Apoferritin bind: qHTS Assay for Identification of Novel General Anesthetics; Ferritin light chain (Equus caballus), P02791; apoferritin/1-aminoanthracene competitive binding, fluorescence; Potency, µM (doses to about 77.5 µM), for inactives: at the top dose activity change, negative = displacement, usual class: inhibitors; 350,000 tested, 0.074% active; AID 485281, 2010; further: potency means the concentration at half of the fitted maximal effect; on the % scale 0 is the no-effect control and ±100 the full control effect; nearly all actives have a fitted effect of over 20% in size
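10 uM apoferritin + 50% sat. 1-AMA, PBS; cpd 10 min RT; Ex380/Em535 endpoint; normalized to free probe vs complex; 4-param Hill fit; propofol titration as pos. ctrl.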
* = called active by the depositor; ? = inconclusive; / = not tested or not shown; & = joins results of further samples; [ ] = another dose, or the depositor's remark. Unless noted, the call rests on the fitted dose curve; in most records, active means well fitted curve in the direction sought with a large enough effect; inconclusive means small, poorly fitted or top-dose-only effect, or another doubt; inactive means no such curve, though single readings can be large; an effect the other way counts as inactive or inconclusive.

SMILES	Glioma ERSR ind	Pol beta inh	LDHA inh	Pol iota inh	Pol eta inh	APEX1 inh	Pol kappa inh	BLM inh	Apoferritin bind
CNCCOc1ccc(Cl)c(Cl)c1	-4%	-8%	?	-19%	-10%	2%	-2%	-7%	-2%
O=C(O)c1cccc(Nc2cc(Cl)c3nonc3c2[N+](=O)[O-])c1	-1%	1%	0	3.5µM*	-35%	0%	-8%	-10%	-11%
Cc1ccc(NC(=O)CN2CCCC2c2cccn2C)c(Br)c1 (stereo unspecified)	1%	/	2	-23%	-17%	-9%	4%	/	/
CN(C)CCN1C(=O)c2oc3ccccc3c(=O)c2C1c1ccc(F)cc1 (stereo unspecified)	-2%	-11%	0	-10%	-2%	0%	0%	-1%	1%
Cc1ccccc1NC(=O)CSc1ccc2nnc(-c3ccccn3)n2n1	-1%	38%	-1	82%[activator]	-7%	-2%	-4%	-9%	-9%
Cc1ccc(S(=O)(=O)c2nc(Nc3nccs3)sc2Cl)cc1	-9%	0%	1	12%	9%	-2%	-33%	-6%	?
CCOC(=O)c1c(C)sc2c1N(C(=O)CN1CCOCC1)c1cc(Cl)ccc1S2	-5%	-13%	1	-2%	-18%	1%	-12%	-3%	-17%
Cc1ccc(C)c(-c2cc(C(=O)Nc3sc(C)c(C)c3C(N)=O)c3ccccc3n2)c1	-2%	20%	-1	17%	-1%	-8%	-7%	-9%	2%
COc1ccccc1N(CC(=O)N(c1ccccc1)C(C)C)S(=O)(=O)c1cccs1	-8%	1%	-9	106%[activator]	-11%	-4%	-12%	-1%	-10%
Cc1nc2cnc(OCc3ccccc3)nc2n(C)c1=O	8%	/	/	/	/	2%	2%[60.1 µM]	2%	/
CCN1C(=O)[C@@H]2[C@@H](c3ccc(-c4ccc(OC)cc4)cc3)N3CCCC[C@@]3(C(=O)OC)[C@@H]2C1=O	-1%	/	-2	-6%	-11%	-16%	-12%	/	/
CCOCCCNC(=O)CCn1nc(-c2ccc(Cl)cc2)ccc1=O	-6%	51%	-8	?	-11%	-14%	-1%	-2%	-5%
Cc1cccc(OCC(=O)Nc2c(C(=O)N3CCN(c4ccccc4F)CC3)oc3ccccc23)c1	-1%	3%	-3	46%[activator]	-2%	/	-9%	-8%	-7%
Cc1nn(Cc2ccc(F)cc2)c2sc(C(=O)Nc3ccccc3N3CCOCC3)cc12	-2%	5%	-2	11%	-5%	1%	-19%	0%	-9%
COc1ccc(C(=O)CCS(=O)(=O)c2ccc(C)cc2)cc1	-18%	21%	-9	-8%	-11%	21%	-8%	1%	-6%
O=C1N/C(=N/c2ccccn2)SC1Cc1ccccc1 (stereo unspecified)	-1%	10%	1	?	6%	17%	-5%	-1%	-11%
Cc1ccsc1C(=O)OCC(=O)NC1CCCC(C)C1C (stereo unspecified)	2%	/	-4	19%	-25%	22%	-2%	/	/
COc1ccc(C2/C(=C(/O)c3ccc4c(c3)CC(C)O4)C(=O)C(=O)N2Cc2cccnc2)cc1 (stereo unspecified)	-1%	-1%	0	14%	-12%	64%[activator]	9%	2%	-4%
CCc1ccc(NC(=S)N2CCN(c3cccc(OC)c3)CC2)cc1	-6%	-3%	0	14%	0%	0%	10%	-2%	0%
N#Cc1ccc(NC(=O)NN2CCCCCC2)cc1	-3%	/	-8	70%[activator]	-9%	/	-4%	/	/
CC1=NN(C(N)=S)C(=O)C1N=Nc1cccc(Cl)c1 (stereo unspecified)	6%	0%	-2	1%	-1%	24%	-7%	-2%	-8%
CC(C)/C=C/C(=O)N1CCCC(N2CCN(c3ccccc3F)CC2)C1 (stereo unspecified)	-4%	5%	4	11%	0%	12%	4%	-3%	-1%
N#C/C(=C\c1ccccc1)C(=O)N(c1ccccn1)C1CCCCC1	?	1%	-1	10%	0%	-4%	-10%	-3%	-3%
COc1ccc2cc(C(=O)C3CCCN(C(=O)c4cncs4)C3)ccc2c1 (stereo unspecified)	-2%	-1%	1	15%	-2%	14%	-15%	1%	-7%
N#C/C(=C\c1ccccc1)C(=O)NNS(=O)(=O)c1ccc(Br)cc1	-3%	/	0	?	-8%	21%	-6%	/	/

Further records:
SMILES	Glioma ERSR ind	Pol beta inh	LDHA inh	Pol iota inh	Pol eta inh	APEX1 inh	Pol kappa inh	BLM inh	Apoferritin bind
C/C(=N\O)c1ccn(S(=O)(=O)c2ccc(Cl)cc2)c1	-5%	-12%	-9	-25%	-24%	-3%	-18%	-7%	-15%
COc1ccccc1CNc1ncnc2c1nnn2Cc1ccccc1	4%	-23%	2	-29%	-8%	-3%	-9%	-4%	-21%
Cc1ccc(S(=O)(=O)N2CCN(C(=O)CN3CCCCC3)C2C(C)C)cc1 (stereo unspecified)	-5%	7%	0	39%[activator]	-18%	4%	-9%	-3%	-15%
Cc1nn(-c2ccccc2)c(Cl)c1/C=N/NC(=O)c1nn(C)cc1[N+](=O)[O-]	-6%	18%	0	-15%	-11%	28%	3%	-3%	-21%
CC(=O)N1CCC(N(CCCOC(C)C)C(=O)Nc2ccc(Cl)cc2)CC1	-2%	/	2	14%	-14%	/	14%	/	/
CCC1=C(OC(=O)N(CC)CC)N2C(=O)OC(=NCC3CC3)[C@]2(C)[C@H]2C1=CC[C@H]1C(=O)NC(=O)[C@H]12	0%	38%	-13	-3%	-8%	-3%&16%	-4%	2%&-2%	6%&-7%
Cc1ccc(S(=O)(=O)N2CCN(CC(=O)N/N=C\c3cccnc3)CC2)cc1	-3%	-8%	-3	7%	-14%	-2%	3%	2%	7%
CCN(CC)S(=O)(=O)c1ccc(N2CCOCC2)c(NC(=O)C2CSC3(C)CCC(=O)N23)c1 (stereo unspecified)	-5%	19%	-2	12%	-6%	16%	-6%	-6%	-22%
Cc1nc2c(-c3ccc(F)cc3)c(C)nn2c(C)c1CCC(=O)N1CCC(Cc2ccccc2)CC1	0%	1%	-1	-28%	-12%	-5%	-6%	-6%	-4%
CCCc1c(C(=O)N/N=C/c2cccc(OCc3ccc(F)cc3)c2)nnn1-c1nonc1N	-3%	1%	-2	-11%	-8%	9%	4%	-1%	-19%
Cc1ccc(NC(=O)C2CCN(S(C)(=O)=O)CC2)c(C)c1	-5%	-40%	-2	-12%	-9%	-11%	6%	-2%	-1%
COc1ccc(NC(=S)Nc2ccc(F)cc2)cc1	5%	-8%	1	16%	-10%	2%	12%	1%	-5%
COC(=O)CSc1nnc(CCc2nc3ccccc3[nH]2)n1C	-3%	17%	-4	?	?	5%	-9%	-3%	-2%
CCOc1ccc(-c2[nH]ncc2-c2csc(C)n2)c(O)c1	0%	-11%[57.1 µM]	4	36%[activator]	-10%	2%	1%	-5%	-6%
Cc1cc(C)n(C(=O)c2ccc(C)c(S(=O)(=O)N3CCCC3)c2)n1	-4%	-10%	-1&-3	-17%	-5%	0%	0%	-5%	-5%
Cc1[nH]n(-c2ccccc2)c(=O)c1N=Nc1ccc(C(N)=O)cc1	-1%	21%	-3	179%[activator]	-25%	-1%	-17%	-3%	0%
CC(C)=NOc1cc(NC(=O)CCl)cc([N+](=O)[O-])c1	-14%	3%	3	-13%	?	1%	0%	-4%	-5%
CCOC(=O)/C(C(=O)Nc1ccc(Cl)cc1Cl)=C1/NC(C)(C)Cc2ccccc21	/	-18%	/	/	/	?	/	1%	-4%
COC(=O)c1ccc(CNC(=O)C2CCC(=O)N(Cc3cccc(F)c3)C2)cc1 (stereo unspecified)	-3%	55%	-3	20%	-5%	4%	-10%	4%	-2%
CCOC(=O)CN1C(=O)N[C@@H](CCc2ccccc2)C(C(=O)OC)=C1C	-4%	/	0	8%	-1%	-2%[12.4 µM]	10%	1%[12.4 µM]	/
Cc1cccc(NC(=O)c2cccc(NC(=O)c3ccccc3)c2)n1	3%	20%	-2	-4%	-16%	17%	2%	-3%	?

9 compounds out of the list, arranged by molecular weight, high to low:
SMILES	Glioma ERSR ind	Pol beta inh	LDHA inh	Pol iota inh	Pol eta inh	APEX1 inh	Pol kappa inh	BLM inh	Apoferritin bind
CCN(CC)S(=O)(=O)c1ccc(N2CCOCC2)c(NC(=O)C2CSC3(C)CCC(=O)N23)c1 (stereo unspecified)	-5%	19%	-2	12%	-6%	16%	-6%	-6%	-22%
Cc1nc2c(-c3ccc(F)cc3)c(C)nn2c(C)c1CCC(=O)N1CCC(Cc2ccccc2)CC1	0%	1%	-1	-28%	-12%	-5%	-6%	-6%	-4%
CCCc1c(C(=O)N/N=C/c2cccc(OCc3ccc(F)cc3)c2)nnn1-c1nonc1N	-3%	1%	-2	-11%	-8%	9%	4%	-1%	-19%
CCN1C(=O)[C@@H]2[C@@H](c3ccc(-c4ccc(OC)cc4)cc3)N3CCCC[C@@]3(C(=O)OC)[C@@H]2C1=O	-1%	/	-2	-6%	-11%	-16%	-12%	/	/
COc1ccc2cc(C(=O)C3CCCN(C(=O)c4cncs4)C3)ccc2c1 (stereo unspecified)	-2%	-1%	1	15%	-2%	14%	-15%	1%	-7%
CN(C)CCN1C(=O)c2oc3ccccc3c(=O)c2C1c1ccc(F)cc1 (stereo unspecified)	-2%	-11%	0	-10%	-2%	0%	0%	-1%	1%
CCOCCCNC(=O)CCn1nc(-c2ccc(Cl)cc2)ccc1=O	-6%	51%	-8	?	-11%	-14%	-1%	-2%	-5%
O=C(O)c1cccc(Nc2cc(Cl)c3nonc3c2[N+](=O)[O-])c1	-1%	1%	0	3.5µM*	-35%	0%	-8%	-10%	-11%
Cc1cccc(NC(=O)c2cccc(NC(=O)c3ccccc3)c2)n1	3%	20%	-2	-4%	-16%	17%	2%	-3%	?

An excerpt; count on the stated rates, not on these rows.
